High-throughput results (PubChem BioAssay)
AMA1-RON2 inh – disrupts binding of P. falciparum AMA1 to RON2. AlphaScreen AMA1-biotinylated RON2 peptide binding. Potency, µM (doses to about 58.2 µM), without a hit: at the top dose activity change, negative = inhibition, hits mostly inhibitors. hit rate 0.2% among 360,000. AID 720542;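 further: potency means the concentration at half of the fitted maximal effect; 0% = vehicle wells and -100% = peptide control; nearly all actives have a fitted effect of over 45% in size; some results filed as inactive show a strong effect at the top dose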
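AMA1 (3D7) with his tag at 25 nM final met compounds first, then biotinylated RON2 peptide at 25 nM; detection used donor plus acceptor beads, 10 µg/mL apiece, read by AlphaScreen after 30 min at room temperature.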
HCV inh – blocks hepatitis C virus; Potency, µM (titrated, usually from 41.8 µM), for the others: at the top dose activity change, negative = inhibition, most hits filed as inhibitors; Huh7.5.1 HCVcc-Cre infection, luciferase reporter, 44 h; hit rate 3.4% among 340,000; further: potency means the concentration at half of the fitted maximal effect
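Infectious HCV cell culture screen: compound-treated cells (1,000/well, pre-plated 4 h) are infected with HCVcc-Cre at roughly 0.5 moi and grown 44 h. Infection is quantified by luciferase signal after 15 min substrate incubation at room temperature.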
AmpC no deterg – AmpC beta-lactamase inhibition without detergent | AmpC nitrocefin hydrolysis, absorbance 480 nm, 0.0001% Triton | P00811 | Potency, µM (doses to about 57.1 µM), without a hit: at the highest dose activity change, negative = inhibition, usual class: inhibitors | hit rate 0.52% among 330,000;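 further: potency means the concentration at half of the fitted maximal effect; plate controls were no compound for no effect and no enzyme for full effect; nearly all actives have a fitted effect of over 20% in size; some results filed as inactive show a strong effect at the top dose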
Target sequence (P00811 whole entry, looked up): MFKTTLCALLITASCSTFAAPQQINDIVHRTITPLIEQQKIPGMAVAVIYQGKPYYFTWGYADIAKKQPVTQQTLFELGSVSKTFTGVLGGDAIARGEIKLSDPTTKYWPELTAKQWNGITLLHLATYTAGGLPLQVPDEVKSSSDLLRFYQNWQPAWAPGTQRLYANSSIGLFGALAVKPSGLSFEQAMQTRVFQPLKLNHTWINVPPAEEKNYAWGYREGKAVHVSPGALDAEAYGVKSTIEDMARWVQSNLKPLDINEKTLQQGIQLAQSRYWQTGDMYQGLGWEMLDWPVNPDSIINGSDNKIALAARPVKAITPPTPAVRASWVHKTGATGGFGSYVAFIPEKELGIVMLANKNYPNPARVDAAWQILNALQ
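20 mM phosphate pH 7.0 + 0.01% (detergent screen) or 0.0001% Triton X-100; 5.3 nM AmpC reagent; cpd preinc 15 min RT; nitrocefin (800 uM stock) to start; A480 q20 s × 4 min; Activity was normalised to no-enzyme and no-compound control wells.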
LmPK inh – inhibitors of Leishmania mexicana pyruvate kinase; purified LmPK, Kinase-Glo ATP luminescence, 1 h; Potency, µM (titrated, usually from 57.5 µM), without a hit: at the top dose activity change, negative = inhibition, actives largely listed as inhibitors; hit rate 0.37% among 290,000; further: potency means the concentration at half of the fitted maximal effect
Target sequence (Q27686 whole entry, looked up): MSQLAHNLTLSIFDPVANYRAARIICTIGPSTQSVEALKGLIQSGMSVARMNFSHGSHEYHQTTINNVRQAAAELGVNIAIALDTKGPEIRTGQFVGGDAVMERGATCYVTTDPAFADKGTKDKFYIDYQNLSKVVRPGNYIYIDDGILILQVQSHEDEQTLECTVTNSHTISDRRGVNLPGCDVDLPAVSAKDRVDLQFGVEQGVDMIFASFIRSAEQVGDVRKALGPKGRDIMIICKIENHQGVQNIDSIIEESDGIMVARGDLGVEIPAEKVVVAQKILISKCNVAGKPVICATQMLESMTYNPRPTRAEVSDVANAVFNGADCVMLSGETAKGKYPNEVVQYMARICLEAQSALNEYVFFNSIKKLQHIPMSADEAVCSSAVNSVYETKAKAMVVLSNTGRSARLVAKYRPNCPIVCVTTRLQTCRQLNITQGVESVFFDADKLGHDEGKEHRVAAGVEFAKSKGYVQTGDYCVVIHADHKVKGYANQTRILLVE
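ATP generated from ADP (0.1 mM) and PEP (0.5 mM) by 0.1 nM LmPK over 1 h at room temperature (pH 7.2 imidazole buffer) was detected by coupled luciferase luminescence. Values were normalized to uninhibited and no-enzyme wells.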
AmpC inh detg – blocks E. coli AmpC beta-lactamase in detergent assay; hit rate 0.041% among 370,000; AmpC hydrolysis of nitrocefin, absorbance 480 nm, 0.01% Triton; Potency, µM (top dose mostly 114 µM), without a hit: top-dose activity change, negative = inhibition, most hits filed as inhibitors; P00811;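 further: potency means the concentration at half of the fitted maximal effect; 0% = no-compound wells and -100% = no-enzyme wells; nearly all actives have a fitted effect of over 25% in size; some results filed as inactive show a strong effect at the top dose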
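AmpC (5.3 nM in the dispensed reagent) in 20 mM phosphate pH 7.0 with 0.01% (detergent screen) or 0.0001% Triton X-100 was preincubated with compounds for 15 min at room temperature. Nitrocefin was then added from an 800 uM solution, and hydrolysis was followed at 480 nm.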
TbPYK inhibitor – T. brucei pyruvate kinase inhibition; Potency, µM (series often up to 76.8 µM), for inactives: at the highest dose activity, negative = inhibition, hits mostly inhibitors; hit rate 0.12% among 410,000; TbPYK enzyme, Kinase-Glo Plus ATP luminescence, 45 min; further: potency means the concentration at half of the fitted maximal effect; nearly all actives have a fitted effect of over 50% in size
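Glycolytic pyruvate kinase of T. brucei was incubated with substrate, test compound and 130 uM ADP for 45 minutes at room temperature. Luminescent Kinase-Glo Plus signal was measured after 10 minutes.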
HCMV antiviral – human cytomegalovirus inhibition; HFF cells, HCMV-luciferase reporter, 72 h; hits give low values; activity change, negative = inhibition, % at 57.5 µM; hit rate 4.5% among 410,000; in the data active means activity change below about -60%; inconclusive means no clear call, values can overlap the other calls; inactive means above about -39%
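HFF cells seeded 16 h at 37C, treated with compounds, infected with luciferase-reporter HCMV at MOI 1 PFU/cell; luciferase read at 72 h post infection, normalized to buffer-only and Salinomycin controls.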
The depositor's hits bear a star; u = inconclusive; x = no result given; & = joins results of further samples; [ ] = remark or other dose. Unless noted, the call rests on the fitted dose curve; in most records, active means well fitted curve in the direction sought with a large enough effect; inconclusive means small, poorly fitted or top-dose-only effect, or another doubt; inactive means no such curve, though single readings can be large; an effect the other way counts as inactive or inconclusive. Unless noted, on the % scale 0 is the no-effect control and ±100 the full control effect. This is a random part of the collection. Share with any hit: about 7.5%.

The line under a structure holds: AMA1-RON2 inh | HCV inh | AmpC no deterg | LmPK inh | AmpC inh detg | TbPYK inhibitor | HCMV antiviral
O=C(CCc1nc2ccccc2c(=O)[nH]1)N1CCN(C/C=C/c2ccccc2)CC1
  u | u | 134%[activator] | 10% | 10% | 0% | 13
O=C(NCC1CCCO1)c1csc2c1CCCC2 (stereo not drawn)
  8% | 20% | 0% | -6% | -12% | -2% | 6
c1ccc2c(-c3cn4ccccc4n3)c[nH]c2c1
  x | x | -29% | -1% | -4% | x | x
Cc1cc(Br)c(NC(=O)COC(=O)CSc2nnc(-c3ccc(Cl)cc3)o2)c(Br)c1
  8%[11.6 µM] | -6% | -25% | 1% | -1% | -1% | -13
CC1C(=O)N(Cc2cn(Cc3ccco3)nn2)CCS(=O)(=O)N1Cc1ccc(-c2ccccc2)cc1 (stereo not drawn)
  -18% | x | x | x | x | -4% | -9
CNc1ccc(OC(F)F)cc1C(=O)c1ccccc1
  -23% | -16% | -21% | 4% | u | 2% | 12
CC(OC(=O)CSc1ccc([N+](=O)[O-])cc1)C(=O)NCc1ccccc1 (stereo not drawn)
  u | 5% | -20% | x | -5% | u | x
CC(C)c1ccccc1OCC(=O)Nc1ccccc1C(=O)N1CCOCC1
  5% | x | 45% | -1% | -9% | -13% | 64
COC(=O)c1ccccc1C(=O)N1CCOCCN(C(=O)c2ccccc2C(=O)OC)CCOCC1
  -12% | 29% | 1% | 2% | u | -6% | 62
Cc1ccc(NC(=O)c2ccc3ccccc3n2)nc1
  17% | u | -12% | -3% | 3% | -9% | 246
CC(=O)Nc1ccc(NC(=O)/C(=C/c2ccco2)NC(=O)c2ccccc2)cc1
  11% | 4% | -25% | 3% | -2% | -7% | u
O=C(CN(CC1CCCO1)C(=O)CNS(=O)(=O)c1ccc(F)cc1)NCc1ccccc1 (stereo not drawn)
  11% | 12% | 27% | 0% | 1% | 0% | 45
Cn1c(=O)c2c(nc(NCc3ccccc3)n2Cc2ccc(F)cc2)n(C)c1=O
  x | -4% | 24% | 8% | -6% | x | x
COc1ccc([N+](=O)[O-])cc1NC(=O)CCCOc1ccccc1
  6% | u | -22% | 4% | -1% | -12% | -39
COc1ccc(CC(=O)c2ccc(OC)c(OC)c2)cc1
  -3% | u | 0% | -6% | -18% | 4% | -24
Cc1ccc(OCC(=O)c2cc(C)n(C3CC3)c2C)c([N+](=O)[O-])n1
  -13% | -5% | -7% | 2% | 2% | -9% | -64*
COc1ccc(C)cc1NC(=O)CSc1nc(SC)ns1
  0% | 11µM* | -29% | -8% | -15% | -13% | 12
CCOc1ccccc1NC(=O)c1ccccc1NC(=O)c1ccco1
  1% | -21% | -10% | -1% | -5% | 0% | 24
COc1cccc(-n2ccnc2SCC(=O)Nc2ccc(Cl)c(Cl)c2)c1
  x | x | x | x | 2% | -4% | -61*
COc1cccc(NC(=O)Cn2c(=O)n(-c3ccccc3)c(=O)c3c2c2cc(OC)ccc2n3C)c1
  x | x | x | x | u | 1% | 7

Part of the list above in a different format:
molecule,AMA1-RON2 inh,HCV inh,AmpC no deterg,LmPK inh,AmpC inh detg,TbPYK inhibitor,HCMV antiviral
O=C(CN(CC1CCCO1)C(=O)CNS(=O)(=O)c1ccc(F)cc1)NCc1ccccc1 (stereo not drawn),11%,12%,27%,0%,1%,0%,45
Cn1c(=O)c2c(nc(NCc3ccccc3)n2Cc2ccc(F)cc2)n(C)c1=O,x,-4%,24%,8%,-6%,x,x

Compound profiles (already shown). Values in the order: AMA1-RON2 inh	HCV inh	AmpC no deterg	LmPK inh	AmpC inh detg	TbPYK inhibitor	HCMV antiviral
COc1cccc(NC(=O)Cn2c(=O)n(-c3ccccc3)c(=O)c3c2c2cc(OC)ccc2n3C)c1 in the list: x	x	x	x	u	1%	7
Cc1ccc(NC(=O)c2ccc3ccccc3n2)nc1 in the list: 17%	u	-12%	-3%	3%	-9%	246

Carrying on.
The line under a structure holds: AMA1-RON2 inh | HCV inh | AmpC no deterg | LmPK inh | AmpC inh detg | TbPYK inhibitor | HCMV antiviral
Cc1cc(OCC(=O)NCCN2CCOCC2)cc(C)c1Cl
  5% | -10% | 30% | 2% | u | 2% | 9
Cc1[nH]c(=O)[nH]c(=O)c1S(=O)(=O)Nc1cccc(C(F)(F)F)c1
  -6% | 9% | -11% | 0% | -3% | 10% | -21
COCc1cc(=O)[nH]c(SCC(=O)Nc2ccccc2)n1
  -6% | 19% | -18% | -1% | u | 6% | 3
O=C(c1cc(=O)[nH]c2ccccc12)N1CCN(S(=O)(=O)c2ccc3ccccc3c2)CC1
  -2% | u | 38%[activator] | 2% | u | 4% | -3
Cn1c(Cc2ccccc2)nnc1SCc1ccc(C(=O)O)cc1
  -7% | 42%[activator] | -24% | 2% | u | -2% | -10
CCOc1cccc(OCCOc2ccccc2[N+](=O)[O-])c1
  52%[activator] | u | -60% | -6% | 2% | 5% | 6
O=C(COC(=O)c1ccccc1Cl)NCc1ccco1
  -2%[11.6 µM] | 10% | -21% | x | x | -4% | 0
Cc1ccc(NC(=O)c2cc(NC(=O)C3CC=CCC3C(=O)O)ccc2N2CCOCC2)cc1Cl (stereo not drawn)
  10% | -9% | -20% | 3% | 3% | 3% | 17
CC(=O)Nc1ccc(NC(=O)[C@@H]2CCCC[C@@H]2C(=O)O)cc1
  1% | -13% | -27% | 1% | 0% | -8% | 12
Cc1ccc(S(=O)(=O)NCC(=O)N2CCN(S(=O)(=O)c3ccc(Cl)cc3)CC2)cc1C
  10% | 0% | -11% | x | u | -1% | -22
COc1ccc(C(C#N)(CCC#N)CCC#N)cc1OC
  10% | 6% | -24% | -4% | 6% | 6% | 64
Cc1cc(C)cc(OCC(=O)NCC(c2ccc(Cl)cc2)N2CCCCC2)c1 (stereo not drawn)
  x | x | x | x | 19% | 1% | -3
Cc1ccccc1OCCSc1nnc(-c2cccs2)o1
  x | x | x | x | 14% | 4% | 20
COC(C[C@H]1O[C@H]1C(=O)COCc1ccccc1)OC
  0% | 2% | -16% | -3% | -4% | 1% | 29
CC(C)c1ccc(NC(=O)CSc2nc3ncccc3[nH]2)cc1
  23% | u | -40% | -1% | -6% | -16% | -26
CCc1ccc2oc(C(=O)Nc3ccccc3C(=O)OC)cc(=O)c2c1
  x | x | x | x | 13% | 13% | 12
COc1ccc(/C=C/C(=O)OCc2cc(=O)n3c(n2)sc2ccccc23)cc1
  u | u | -27% | -2% | 2% | -2% | -7
Cc1cc(C)cc(N=c2c([N+](=O)[O-])nn(-c3ccc4c(c3)OCCO4)n2O)c1
  u | u | -60% | 0% | 3% | 1% | 0
CCCn1c(N/N=C\C=C\c2ccccc2)nc2c1c(=O)[nH]c(=O)n2C
  61%[activator] | -15% | -29% | 0% | u | 4% | 332
C=CCNC(=O)/C(=C/c1cn(-c2ccccc2)nc1-c1cccc([N+](=O)[O-])c1)NC(=O)c1ccccc1
  -4% | -9% | -12% | 4% | 2% | -9% | 8
CCCOc1ccc(NC(=O)CC2C(=O)N(CC)C(=S)N2Cc2cccs2)cc1 (stereo not drawn)
  -3% | -23% | 20% | 7% | 1% | -2% | 7
COc1cccc(-c2nc(N3CCN(Cc4ccccc4)CC3)c3ccccc3n2)c1O
  -9% | u | 16%&-17% | 7%&-1% | -7%&5% | -7% | 0
COC(=O)CCCC1=CC2=C(c3ccccc3)C(=O)C(C)(OC(=O)C3CCCC3)C(=O)C2=CN1C1CCCCC1 (stereo not drawn)
  -11% | u | 155%[activator] | -4%[11.5 µM] | 1% | -2% | -2
O=C(COC(=O)c1ccc(O)cc1O)Nc1ccc(Cl)cn1
  26% | 9% | -45% | -11% | 3% | 12% | 4
Cc1onc(-c2ccccc2Cl)c1C(=O)Nc1cccnc1
  -6% | 0% | -17% | 2% | 6% | -19% | 5
Cc1ccc(NC(=O)N2CCC(C(=O)NCCC3=CCCCC3)CC2)cc1
  -8% | -14% | -18% | -3% | -11% | 3% | -5
CCn1c(=O)c2sccc2n(Cc2cccc(C)c2)c1=O
  6% | -11% | -14% | -1% | -14% | -7% | -4
CCCCC1=C([O-])C2N=CC=CC2=[N+](c2ccccn2)C1=O (stereo not drawn)
  -4% | 12% | -9% | -1% | 1% | -4% | 4
CCOC(=O)C1=C(COC(=O)c2ccc(C)s2)NC(=O)NC1C (stereo not drawn)
  -6% | 4%[8.37 µM] | -18% | x | u | -6% | -9
O=C(c1ccco1)N1CCN(S(=O)(=O)c2ccccc2[N+](=O)[O-])CC1
  24% | 12% | -3% | 0% | -6% | -1% | -1
O=C(CCl)Nc1cc(S(=O)(=O)N2CCCCCC2)ccc1Cl
  12% | 35µM* | -5% | -1% | -4% | -1% | -64*
Cc1cc(C)cc(N(CC(=O)NCC2CCCO2)C(=O)CN2C(=O)COc3ccccc32)c1 (stereo not drawn)
  -2% | 9% | 68%[activator] | 7% | 3% | -1% | -21
Cc1ccc(S(=O)(=O)NN2C(=O)/C(=C/c3cccn3C)SC2=S)cc1
  x | 17% | -30% | 1% | -14% | x | x
COc1cc(C(=O)N2CCc3ccccc32)c([N+](=O)[O-])cc1OC
  -1% | 13% | -11% | 2% | 8% | -5% | 26
C/C(CC(=O)Nc1cc(C)ccn1)=N\NC(=O)c1cccc(C)c1
  48%[activator] | 8% | -6% | -5% | -6% | 0% | -4
COc1ccc(S(=O)(=O)N2CCOCC2)cc1NC(=O)CSc1n[nH]c(C(C)C)n1
  67%[activator] | 8% | -12% | 0% | 4% | -2% | -15
COc1cccc(CC(=O)Nn2c(C)nc3ccccc3c2=O)c1
  11% | 4% | -9% | -10% | -17% | -6% | 25
Cc1ccc(C(=O)N2C(CC(=O)Nc3ccc(Cl)cc3)C(=O)NC3CCCCC32)cc1 (stereo not drawn)
  -2% | u | 78%[activator] | 0% | -10% | 0% | 0
COc1ccccc1CN=C1Nc2ccccc2CS1
  1% | 4% | -44% | -4% | u | -4% | -28
O=C1N=c2ccccc2=C1c1sc(=O)[nH]c1O
  14% | 20% | -17% | 10µM* | 2% | u | 4
CCOC(=O)C(=Cc1ccc(-c2ccsc2C(=O)OC)o1)C(=O)OCC
  -2% | u | 23% | 2% | -14% | -6% | -9
CSc1ccc(S(=O)(=O)NCc2ccccc2Cl)cc1
  22% | 5% | -34% | -7% | -1% | 34% | -1
